Assay outcomes: PubChem, National Center for Advancing Translational Sciences (NCATS)
PTHR1 agonist = qHTS for PTHR1 Agonists: Primary Screen. HEK293 GP2 PTHR1 cells, GloSensor cAMP luminescence, 1 h. 0.075% of 410,000 active. Parathyroid hormone/parathyroid hormone-related peptide receptor (Homo sapiens), Q03431. Potency, µM (titrated, usually from 115 µM), inactives show at the highest dose activation, hits mostly activators; further: potency means the concentration at half of the fitted maximal effect; nearly all actives have a fitted effect of over 55% in size; some results filed as inactive show a strong effect at the top dose; inactives centre near -15; many of its hits are not listed in these tables
Target sequence (Q03431 whole entry, looked up): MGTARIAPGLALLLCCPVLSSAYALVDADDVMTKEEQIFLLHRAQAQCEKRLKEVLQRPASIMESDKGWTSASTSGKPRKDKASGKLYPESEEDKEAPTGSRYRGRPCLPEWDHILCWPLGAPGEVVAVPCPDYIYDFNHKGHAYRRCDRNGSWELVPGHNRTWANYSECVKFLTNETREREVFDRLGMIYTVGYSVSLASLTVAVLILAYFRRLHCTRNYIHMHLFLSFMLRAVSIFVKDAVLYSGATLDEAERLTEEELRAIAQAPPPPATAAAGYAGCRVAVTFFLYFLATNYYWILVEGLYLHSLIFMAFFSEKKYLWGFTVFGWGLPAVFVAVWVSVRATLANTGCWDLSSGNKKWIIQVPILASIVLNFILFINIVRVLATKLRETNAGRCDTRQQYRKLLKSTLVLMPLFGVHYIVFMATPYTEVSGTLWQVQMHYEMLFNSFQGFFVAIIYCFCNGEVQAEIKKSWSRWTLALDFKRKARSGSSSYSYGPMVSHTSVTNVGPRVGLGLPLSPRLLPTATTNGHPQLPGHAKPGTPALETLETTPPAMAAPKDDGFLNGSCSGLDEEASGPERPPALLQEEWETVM
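HEK-293-derived GP2 cells expressing PTHR1 and a GloSensor cAMP reporter, 3,000/well, plated overnight, given luciferin plus IBMX (each 0.5 mM as added) for 1 h at 37 °C, then compound for 1 h at 37 °C. Luminescence was read after 15 min at room temperature.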
EPAC2 antag = qHTS for Antagonist of cAMP-regulated guanine nucleotide exchange factor 2 (EPAC2): primary screen. Rap guanine nucleotide exchange factor 4 (Homo sapiens), Q8WZA2. AID 720708, 2013. 0.18% of 360,000 active. Potency, µM (top dose mostly 114 µM), for inactives: at the top dose activity, negative = inhibition, actives largely listed as inhibitors. EPAC2 GEF exchange of Rap1B-BODIPY-GDP, fluorescence; further: potency means the concentration at half of the fitted maximal effect; on the % scale 0 is the no-effect control and ±100 the full control effect; nearly all actives have a fitted effect of over 45% in size; many of its hits are not listed in these tables
EPAC2 ag = qHTS for Agonist of cAMP-regulated guanine nucleotide exchange factor 4 (EPAC2): primary screen | Potency, µM (highest dose often 154 µM), for the others: at the highest dose activation, actives largely listed as activators | 0.079% of 360,000 active | Rap guanine nucleotide exchange factor 4 (Homo sapiens), Q8WZA2 | AID 720711, 2013 | EPAC2 activation, biochemical qHTS; response scale: 100% = 6.5 mM cAMP response; further: potency means the concentration at half of the fitted maximal effect; nearly all actives have a fitted effect of over 50% in size
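Guanine nucleotide exchange by EPAC2 is measured as reduced fluorescence of BODIPY-GDP once it is released from 250 nM Rap1B. Plates are read kinetically for 30 min at room temperature; results are scaled to 6.5 mM cAMP.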
CCT chaperon mod = High-Throughput Screening for Modulators of Cytosolic Chaperonin Activity; 0.3% of 360,000 active; activity change, % (concentration not given with the values), hits read low; AID 651819, 2012; purified chaperonin ATPase assay, HTRF ADP detection, 30 min; in the data active means activity change below about -30%; further: on the % scale 0 is the no-effect control and ±100 the full control effect
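TRiC (40 or 20 nM final, by batch activity) in 30 mM Tris pH 7.4, 100 mM KCl, 5 mM MgCl2, 1 mM DTT was treated with compound at 76 uM single dose, then 10 uM ATP, 30 min at 37 °C. ADP was read by HTRF Transcreener.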
pAkt inh = HTS Assay for Inhibitors of Akt Phophorylation: Primary Screen | 0.32% of 360,000 active | Neuro2A IGF-stimulated pAkt S473 HTRF, 20 min; hits give low values | activity change, % for hits at 50 µM | AID 651550, 2012; in the data active means activity change below about -80%; inconclusive means mostly about -51% to -80%; further: on the % scale 0 is the no-effect control and ±100 the full control effect
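Neuro2A cells in DMEM with 0.5% FBS, overnight at 37 deg C, given compound at single 50 µM final, then IGF (6 nM final) for 20 min at 37 deg C. Lysed; phospho-Akt Ser473 by HTRF after 24 h, 665/615 ratio.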
D3 ag = qHTS of D3 Dopamine Receptor Agonist: qHTS; 0.58% of 410,000 active; D3R DiscoveRx beta-arrestin cells, luminescence, 90 min; max activation, %; in the data active means max activation above about 30%; further: 0% is about no effect; mostly tested at two doses, the higher about 12 µM
Target sequence (P35462 whole entry, looked up): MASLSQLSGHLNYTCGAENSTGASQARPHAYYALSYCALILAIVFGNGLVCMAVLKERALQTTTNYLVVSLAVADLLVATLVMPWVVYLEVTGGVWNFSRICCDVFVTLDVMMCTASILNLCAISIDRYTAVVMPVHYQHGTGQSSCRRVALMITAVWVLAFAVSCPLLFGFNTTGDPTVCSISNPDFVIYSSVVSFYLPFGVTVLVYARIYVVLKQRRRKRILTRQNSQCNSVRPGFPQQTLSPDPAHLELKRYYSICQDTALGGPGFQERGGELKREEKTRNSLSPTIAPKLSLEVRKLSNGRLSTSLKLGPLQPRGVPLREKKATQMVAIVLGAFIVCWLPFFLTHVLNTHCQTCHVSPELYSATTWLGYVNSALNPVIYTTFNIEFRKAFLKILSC
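Cells at 1500/well, incubated overnight, then treated with pinned compounds (dopamine as control) for 90 min at 37 degrees C. DiscoveRx reagent added for 30 - 60 minutes at room temperature; luminescence read.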
DRD3 antagonist = qHTS of D3 Dopamine Receptor Antagonist: qHTS; D(3) dopamine receptor (Homo sapiens), P35462; D3R cells, DiscoveRx beta-arrestin luminescence, antagonist mode; hits give low values; max response, negative = inhibition, %; 2.5% of 360,000 active; in the data active means max response below about -50%; inconclusive means no clear call, values can overlap the other calls; further: on the % scale 0 is the no-effect control and ±100 the full control effect; mostly tested at two doses, the higher about 12 µM
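Cells expressing the human receptor were seeded at 1500 cells/well, incubated overnight at 37 degrees C in 5% CO2, then exposed to library compounds with dopamine controls for 90 minutes at 37 degrees C before luminescent detection.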
MmCpn inh = Inhibitors of TCP-1 ring complex (TRiC) of Methanococcus maripaludis (MmCpn): qHTS; Chaperonin Mm-Cpn (Methanococcus maripaludis); purified Mm-Cpn ATPase, ADP Transcreener TR-FRET; Potency, µM (series often up to 76.9 µM), inactives show top-dose activity, negative = inhibition, actives largely listed as inhibitors; 0.031% of 330,000 active; further: potency means the concentration at half of the fitted maximal effect; on the % scale 0 is the no-effect control and ±100 the full control effect; nearly all actives have a fitted effect of over 80% in size
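Eu-cryptate anti-ADP/ADP-d2 competition gives a ratio inversely related to ADP. Enzyme at 25 nM was pre-exposed to compound for 10 min, then given 10 uM ATP for 30 min, 37°C throughout.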
Active calls of the source: *; i = inactive; ? = inconclusive; / = no result given; & = joins results of further samples; [ ] = another dose, or the depositor's remark. Unless noted, the call rests on the fitted dose curve; in most records, active means well fitted curve in the direction sought with a large enough effect; inconclusive means small, poorly fitted or top-dose-only effect, or another doubt; inactive means no such curve, though single readings can be large; an effect the other way counts as inactive or inconclusive. This is a subset (hit frequency here may not be typical).

smiles	PTHR1 agonist	EPAC2 antag	EPAC2 ag	CCT chaperon mod	pAkt inh	D3 ag	DRD3 antagonist	MmCpn inh
CCOC(=O)c1[nH]c(C)c(C(=O)OCC(=O)N(CC)C2CCS(=O)(=O)C2)c1C (stereo not drawn)	-2%	1%	2%	-3.2	i	-14	-21	1%
O=C(c1ccco1)N1CCN(Cc2ccccc2Br)CC1	-26%	3%	11%	-2.4	i	2	-17	0%
CSc1cccc(NC(=O)COc2ccccc2C)c1	-12%	-12%	22%	-5.0	i	4	-2	1%
COCc1cc(=O)[nH]c(SCCS(=O)(=O)c2ccc(Cl)cc2Cl)n1	i	5%	6%	3.4	i	-8	-62*	-2%
O=c1c2ccccc2ncn1Cc1ccc2c(c1)OCO2	-15%	5%	5%	-1.8	i	1	1	3%
CC(=O)N(CCc1cccc(C)c1)Cc1cc2cc(C)ccc2[nH]c1=O	-29%	-12%	-5%	-0.2	i	4	0	0%
COCCCNC(=O)c1c[nH]c2ccc(S(=O)(=O)N3CCC(C)CC3)cc2c1=O	-19%	0%	9%	-3.3	i	-1	-7	-4%
O=C(CCc1nc2ccccc2c(=O)[nH]1)NCC(=O)Nc1ccc(F)c(F)c1	-18%	-9%	-2%	1.0	i	0	6	1%
CCCCNC(=O)C1(C)CCN1C(=O)c1sccc1C (stereo not drawn)	-23%	6%	4%	3.0	i	-1	-24	/
CCC(CC)NC(=O)c1cc2c(C)nn(Cc3ccccc3Cl)c2s1	-2%[57.5 µM]	1%	9%	-0.5	i	-9	11	3%
C[C@H](CO)N1C[C@H](C)[C@@H](CN(C)C(=O)Nc2ccccc2)Oc2c(NS(=O)(=O)c3ccccc3)cccc2C1=O	-32%	5%	-6%	-0.9	i	0	-16	3%
O=C(COC(=O)c1nc(Cl)c(Cl)c(Cl)c1Cl)c1ccc[nH]1	i	19%	7%	-2.2	i	18	-1	1%
O=C1C(=NO)C(c2ccccc2)Oc2ccccc21 (stereo not drawn)	-8%	?	2%	-0.3	i	9	12	/
Cc1nn(Cc2ccc(Cl)c(Cl)c2)c(C)c1NC(=O)c1cc(-c2ccco2)on1	-1%[57.5 µM]	-6%	-6%	-0.5	i	20	49	-5%
CC(C)OC(=O)/C(C#N)=C/c1c[nH]c2ccccc12	-3%	-1%	18%	-1.4	i	-4	5	-2%
O=C(OCc1c(-c2ccccc2)ncc2ccccc12)c1ccc(F)cc1	-63%[inhibitor]	2%	7%	-0.9	i	3	35	0%
Cc1cc(N2C(=O)C(O)=C(C(=O)c3cccs3)C2c2cccc(Br)c2)no1 (stereo not drawn)	-16%	-20%	-3%	1.2	i	-5	-24	-7%
Cc1ccc(CN2CCCNC2=O)cc1	-21%[57.5 µM]	4%	1%	-0.7	i	-21	12	-2%
CN1CCN(S(=O)(=O)c2ccc(=O)[nH]c2)CC1	-2%[57.5 µM]	6%	2%	-2.3	i	4	7	0%
Nn1cnnc1N/N=C/c1ccc(Cl)cc1Cl	i	-6%	-4%	-1.9	i	-11	2	0%
CC(C)(C)OC(=O)N1Cc2ccccc2C[C@H]1C(=O)NC1CCCC1	i	3%	12%	-5.6	i	-3	-2	-5%
O=C(NC1CCN(S(=O)(=O)c2ccc(Cl)cc2)CC1)c1cccnc1	-11%	10%	1%	2.7	i	-1	-11	-2%
O=C1c2oc3ccccc3c(=O)c2C(c2cccc(Br)c2)N1Cc1ccco1 (stereo not drawn)	-10%[57.5 µM]	3%	-6%	-0.7	i	6	3	-1%
CCCCN(C(=O)Cc1ccc2c(c1)OCCO2)c1c(N)n(CCC)c(=O)[nH]c1=O	-7%	-5%	8%	0.4	i	-3	1	2%
COc1ccc(CCNC(=O)CCCCCNc2nc(=S)[nH]c3ccccc23)cc1OC	-14%	1%	3%	-2.1	i	-13	10	0%

Reprinted from the part before: 2 compounds, followed by the next part.
smiles	PTHR1 agonist	EPAC2 antag	EPAC2 ag	CCT chaperon mod	pAkt inh	D3 ag	DRD3 antagonist	MmCpn inh
CCCCN(C(=O)Cc1ccc2c(c1)OCCO2)c1c(N)n(CCC)c(=O)[nH]c1=O	-7%	-5%	8%	0.4	i	-3	1	2%
COc1ccc(CCNC(=O)CCCCCNc2nc(=S)[nH]c3ccccc23)cc1OC	-14%	1%	3%	-2.1	i	-13	10	0%
CCCOC(=O)NC(CC)COC(=O)Nc1cc(C)ccc1C (stereo not drawn)	i	-7%	-10%	-6.4	i	-6	-87*	1%
CCCc1nc2ccccc2c(C(=O)OCC(=O)N2CCc3ccccc32)c1CC	-3%	11%	6%	1.7	i	70*	83	-6%
COc1ccc(NS(=O)(=O)c2cc(NC(=O)c3ccccc3F)ccc2N2CCCC2)cc1	i	-9%	7%	-2.3	i	-19	-12	-6%
C(=N\NC(=Nc1ccccc1)c1ccccn1)/c1ccccn1	i	0%	2%	-7.1	i	-9	-2	-1%
CN(/N=C/c1ccncc1)C1=NS(=O)(=O)c2ccccc21	i	-6%	-16%	-1.8	i	5	52	0%
Cc1ccc(/C=N/N2C(=O)C3C(C2=O)C2C=CC3C23CC3)o1 (stereo not drawn)	-12%[57.5 µM]	8%	7%	2.5	i	-15	-13	2%
COc1cc(C)ccc1Oc1nc(-c2ccccc2O)nc2ccccc12	?	-13%	9%	-2.2	i	-12	-2	-3%
Cc1cccc(NC(=O)c2sc(NC(=O)c3ccco3)c(C#N)c2C)c1C	i	-16%	-6%	-1.0	i	-4	-17	0%
O=C(CCCn1c(=S)[nH]c2ccsc2c1=O)Nc1ccc(F)cc1	-16%	7%	3%	-3.5	i	-6	-23	/
CCOc1ccc(N2C(=O)CC(Sc3ccccc3C(=O)O)C2=O)c([N+](=O)[O-])c1 (stereo not drawn)	17%	2%	3%	-1.1	i	-12	-9	-3%
COc1ccccc1NC(=O)CSc1nnc(C2CCCCC2)o1	-1%	-1%	-4%	-0.8	i	1	12	0%
CCN(CC(=O)NC1CCS(=O)(=O)C1)C(=O)C(c1ccccc1)c1ccccc1 (stereo not drawn)	i	-1%	2%	-0.3	i	24	20	-1%
COc1ccccc1NC(=O)NC1(C(=O)N2CCC(C)CC2)CCCCC1	-66%[inhibitor]	1%	9%	0.8	i	21	5	-1%
CC(C)c1nnc(NC(=O)C2CCN(C(=O)Nc3ccc(Cl)cc3)CC2)s1	i	0%	11%	-0.9	i	-1	6	2%
CCCNC(=O)C1(C)CCCN(Cc2ccc(C(=O)OCC)o2)C1 (stereo not drawn)	i	-27%	5%	-4.8	i	-6	4	/
CCC(C)N1C(=O)c2ccccc2C1C(=O)NC1CCCCCC1 (stereo not drawn)	i	-3%	-5%	1.2	i	-4	-19	0%
Cc1cc(NC(=O)NC(=O)c2ccccc2)no1	-28%	3%	4%	2.0	i	-1	-10	0%
CCN(CC)C(=O)[C@H]1C[C@H](CC(=O)NCCCOC)C(=O)N2CCc3c([nH]c4cc(CCC(=O)N(C)C)ccc34)[C@]12C	-25%	1%	4%	-2.0	i	1	13	0%
O=C(CN1CCc2ccccc21)Nc1ccc2c(c1)OCO2	?	-11%	7%	-0.9	i	1	-29	-7%
Cc1ccccc1C(=O)Nc1ccc2c(c1)CCCN2C(=O)c1cccs1	-27%&-12%	-4%	9%	0.3	i	4&-5	4	3%
CCCC(=O)OCC(=O)c1[nH]c(C)c(C(C)=O)c1C	-3%	4%	12%	-1.9	i	-7	-10	0%
Cc1c(C(=O)N2CCN(C)CC2)oc2c1C(=O)CC(C)(C)C2	-11%[57.5 µM]	10%	11%	0.3	i	-18	11	2%
CC(C)C[C@H]1CNC(=S)N1CC1CCN(CCC23CC4CC(CC(C4)C2)C3)CC1	-41%[inhibitor]	-3%	2%	-0.8	i	-45	-72*	/
O=C(COC(=O)c1ccncc1)NC(=O)C1CCCCC1	i	6%	6%	1.8	i	9	23	1%
CCc1ccc(NC(=O)CCc2ccc(C)o2)cc1	17%	-10%	-5%	-0.2	i	7	-11	0%
CN(C)/C=N/C(=S)Nc1ccc(Cl)cc1Cl	-13%	6%	6%	2.7	i	-1	-8	-5%
N=C1C(c2nc3ccccc3c(=O)[nH]2)=C(O)CN1CCO	i	6%	0%	-0.2	i	0	0	-1%
COc1ccc(-c2c(=O)n(OCc3ccccc3[N+](=O)[O-])c3ccccc3[n+]2[O-])c(OC)c1	i	-12%	9%	1.2	i	-3	-2	?
COC(=O)C1=C(C)N(Cc2ccccc2)C(=NCc2ccccc2)N[C@H]1c1cccc(C(F)(F)F)c1	i	-3%	-5%	-0.3	i	33*	22	1%
CCOC(=O)C(C)Sc1nnc(Cc2cc(=O)[nH]c(=O)[nH]2)n1-c1cccc(OC)c1 (stereo not drawn)	1%	9%	9%	-0.4	i	-9	?	-1%
Cc1cccc(Oc2coc3cc(OC(=O)c4cncc(Br)c4)ccc3c2=O)c1	i	1%	2%	-1.3	i	-7	-16	-1%[15.4 µM]
COc1cccc(/C(C)=N/NC(=O)c2ccc(N(C)C)cc2)c1	i	-9%	-2%	0.5	i	-9	0	0%
Cc1ccc(NC(=O)C(=O)N2CCCC2)cc1Cl	-29%	4%	6%	-1.7	i	19	6	1%
CCOc1ccc(Br)cc1/C=N/NC(=O)c1ccncc1	i	-4%	11%	-2.0	i	-9	-24	1%
CC(=O)N1CCc2cc(S(=O)(=O)C(C)CC(=O)NCc3ccco3)ccc21 (stereo not drawn)	i	6%	11%	-5.1	i	6	4	/
COc1ccc(S(=O)(=O)N2CCN(C(=O)CNC(=O)c3ccc4c(c3)OCO4)CC2)cc1	i	6%	7%	-1.5	i	4	18	2%
